XBP1 UPR activ: activators of adaptive arm of unfolded protein response (XBP1) | CHO-XBP1 luciferase reporter, IRE1-XBP1 UPR activation, luminescence; percent of tunicamycin response, DMSO as zero | activation, % at 20 µM | 330,000 tested, 0.33% active | AID 463104;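 active = versus positive control, 20 µM dose yields 30% or more activation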;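 also: 100% = tunicamycin at 10 µg/mL and 0% = DMSO only wells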
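incubation = overnight seeding at 37 °C, 6 h compound treatment at 37 °C | assay system = CHO-XBP1 cells stably carrying IRE1-XBP1-driven luciferase reporter | input = 1000 cells per well | detection = luciferase luminescence | dosing = single point, 20 µM final compound, 1% DMSO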
APJ agonist: APJ receptor agonism | activation, % at 20 µM | AID 2520 | CHO-K1 APJ PathHunter beta-arrestin, luminescence; 0% DMSO wells, 100% apelin | P35414 | 330,000 tested, 0.11% active;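 active = activation more than six SD over the plate average, tested at 20 µM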;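 also: 0% = DMSO alone and 100% = apelin-13 at 10 nM; some results filed as inactive read as strong as hits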
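assay system = CHO-K1 APJ beta-arrestin complementation cell line | input = cell density 1000 per well | dosing = compound 20 µM once, DMSO 1% | timing = compound 90 min 25 °C, reagent 1 h | measured by = luminescence from split beta-galactosidase complementation, Galacton Star/Emerald II substrate | read-out basis = APJ agonist activity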
Mdm2-MdmX inh: inhibitors of human Mdm2/MdmX interaction; AID 485346; SaOS-2 split-luciferase Mdm2/MdmX complementation, luminescence; O15151+Q00987; inhibition, % at 8 µM; 330,000 tested, 3% active;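 active = inhibition of at least 50% at 8 µM in the primary screen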
Target sequence (O15151 whole entry, looked up): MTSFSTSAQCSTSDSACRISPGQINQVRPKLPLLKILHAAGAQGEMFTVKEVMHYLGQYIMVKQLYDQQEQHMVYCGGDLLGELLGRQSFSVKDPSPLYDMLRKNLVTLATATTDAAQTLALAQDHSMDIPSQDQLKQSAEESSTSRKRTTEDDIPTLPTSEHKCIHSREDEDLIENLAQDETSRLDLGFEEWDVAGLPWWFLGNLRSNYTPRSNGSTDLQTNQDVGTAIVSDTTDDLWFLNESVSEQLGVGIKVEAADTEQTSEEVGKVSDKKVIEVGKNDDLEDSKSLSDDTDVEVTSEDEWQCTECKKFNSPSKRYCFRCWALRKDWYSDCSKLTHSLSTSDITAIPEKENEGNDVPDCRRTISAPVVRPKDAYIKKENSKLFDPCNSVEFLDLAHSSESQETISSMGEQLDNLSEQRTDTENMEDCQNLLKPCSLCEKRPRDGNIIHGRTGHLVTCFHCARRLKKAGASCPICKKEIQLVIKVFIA
Target sequence (Q00987 whole entry, looked up): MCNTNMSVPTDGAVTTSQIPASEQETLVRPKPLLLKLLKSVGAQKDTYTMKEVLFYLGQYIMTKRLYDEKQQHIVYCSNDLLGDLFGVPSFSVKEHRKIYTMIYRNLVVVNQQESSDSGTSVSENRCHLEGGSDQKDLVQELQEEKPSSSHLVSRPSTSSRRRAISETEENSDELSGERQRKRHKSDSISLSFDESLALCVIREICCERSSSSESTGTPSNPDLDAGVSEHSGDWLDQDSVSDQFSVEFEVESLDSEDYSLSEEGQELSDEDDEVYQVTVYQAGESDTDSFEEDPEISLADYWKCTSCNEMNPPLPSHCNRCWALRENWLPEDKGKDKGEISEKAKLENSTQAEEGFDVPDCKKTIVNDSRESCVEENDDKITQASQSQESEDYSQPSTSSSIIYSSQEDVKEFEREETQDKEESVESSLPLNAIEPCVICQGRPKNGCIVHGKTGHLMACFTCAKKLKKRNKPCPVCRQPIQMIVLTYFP
UPR CHOP act: apoptotic UPR (CHOP) activation; CHO-CHOP luciferase reporter, luminescence; percent of tunicamycin response over DMSO baseline; activation, % at 10 µM; 330,000 tested, 0.34% active; AID 449763;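 active = at 10 µM dose, activation of 40% or more, normalized to positive control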;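 also: 100% = tunicamycin at 10 µg/mL and 0% = DMSO alone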
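Evaluation: % reporter activation, DMSO baseline versus tunicamycin full activation; System: CHO-CHOP luciferase reporter cell line; Input: 500 cells/well; Incubation: 6 h compound treatment, 37 °C; Measured by: Steady-Glo luciferase luminescence; Dosing: one dose, 10 µM in 0.5% DMSO; Buffer or medium: F12 medium, 10% FBS; Benchmarks: positive tunicamycin 10 µg/mL, negative DMSO alone.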
EBI2 antag: antagonists of human EBI2 receptor. AID 651636. inhibition, % at 5 µM. 360,000 tested, 0.81% active. P32249. EBI2 beta-arrestin recruitment, luminescence, 7a,25-OHC stimulated; in the data active = inhibition above about 38%;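 also: enzyme fragment complementation signal reports receptor beta-arrestin coupling in cells; 0% = agonist plus DMSO wells and 100% = wells without agonist; some results beyond the cut were filed as inactive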
CCR6 antagonist: blocks CCL20-driven beta-arrestin recruitment at human CCR6. 340,000 tested, 0.49% active. inhibition, % at 20 µM. CHO-K1 CCR6 PathHunter beta-arrestin, luminescence, CCL20-stimulated;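 active = compounds whose inhibition of the agonist-driven luminescence signal at 20 µM reaches about 50%, limit read from the data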;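 also: cells stimulated with CCL20 at 14 nM final; plate controls were DMSO with CCL20 for no effect and DMSO without agonist for full effect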
tim23-1 inh: inhibits growth of tim23-1 mutant yeast; AID 463212; 330,000 tested, 1.3% active; S. cerevisiae tim23-1 growth, BacTiter-Glo luminescence, 24 h; inhibition, % at 20 µM;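 active = growth inhibition of the mutant yeast at or above 50%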;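 also: temperature-sensitive mutant grown at 25 °C; plate controls were DMSO-treated mutant yeast for no effect and medium wells lacking yeast for full effect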
CXCR6 block: inhibitors of human CXCR6 receptor; CHO-K1 PathHunter CXCR6 beta-arrestin, luminescence; inhibition, % at 20 µM; 360,000 tested, 0.36% active; in the data active = inhibition above about 34%, passing the limit was not always enough;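 also: antagonist mode with CXCL16 agonist at 10 nM final; 0% = 10 nM CXCL16 with DMSO and 100% = unstimulated wells without agonist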
APJ antag: antagonists of human APJ apelin receptor | inhibition, % at 20 µM | 330,000 tested, 0.32% active | AID 2521 | CHO-K1 APJ beta-arrestin complementation, luminescence | P35414;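 active = inhibition above about 40% at 20 µM, limit read from the data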;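 also: cells challenged with 10 nM apelin-13 agonist together with compound; plate controls were apelin-13 plus DMSO wells for no effect and DMSO wells lacking apelin-13 for full effect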
* marks the source's active call; other numbers are inactive results.

SMILES	XBP1 UPR activ	APJ agonist	Mdm2-MdmX inh	UPR CHOP act	EBI2 antag	CCR6 antagonist	tim23-1 inh	CXCR6 block	APJ antag
COc1ccc2oc(C(=O)NCCc3ccccc3)c(C)c2c1	-9.2	-3.3	17.0	-4.8	-0.1	14.8	6.0	5.8	-46.6
Cc1cc(C)cc(NC(=S)NC2CC3CCCC(C2)N3C2CCCC2)c1 (stereo unspecified)	2.4	-1.8	20.2	1.5	-7.8	8.5	5.4	-8.8	25.3
CCOC(=O)CSC1=C(C#N)C(c2ccccc2Cl)C(C(=O)OC)C(=O)N1 (stereo unspecified)	-1.8	-2.3	-17.1	-1.0	5.6	-21.3	12.7	-6.2	9.2
CCOC(=O)/C(N=Nc1ccc2c(c1)OCO2)=C(\C)O	-0.5	-3.2	-67.6	5.5	3.7	17.5	6.5	8.4	6.3
O=c1c2ccccc2nnn1-c1ccc(Br)cc1	5.7	-2.4	-59.5	3.4	3.2	10.3	9.5	10.9	12.5
COC(=O)NNC(=O)C(C)Oc1ccc(Cl)cc1Cl (stereo unspecified)	-0.7	-4.2	9.4	0.5	-10.3	5.0	2.1	-0.6	-6.0
COc1ccc(CCNC(=O)COC(=O)Cc2ccccc2F)cc1	-1.4	-4.0	-0.8	-0.1	-1.3	8.1	16.7	-3.5	14.1
CCCCC(=O)Nc1nc2c(s1)COc1ccccc1-2	-0.7	-6.2	6.9	6.4	5.0	7.2	41.0	2.2	-2.7
CCC(CC)NC(=O)CC(c1ccccc1)c1ccccc1	-1.7	-0.3	2.7	1.2	2.8	9.2	16.5	1.0	0.4
CC1CCCCC12NC(=O)N(CC(=O)NCCc1ccccc1)C2=O (stereo unspecified)	-2.7	-2.5	-0.7	-0.5	-13.2	3.0	-7.2	-9.0	0.9
CC1=C(C(=O)N2CCOCC2)C(c2cc(C)cs2)NC(=O)N1 (stereo unspecified)	-0.7	1.0	6.8	-2.2	-2.1	-7.2	9.7	10.5	6.2
COC(=O)c1cc(S(=O)(=O)NCCN2CCOCC2)cn1C	-3.4	8.9	9.7	0.3	-3.6	-3.5	7.7	4.1	-1.2
COC(=O)c1ccccc1NC(=O)CN(c1ccccc1)S(=O)(=O)N(C)C	0.6	-4.3	4.2	-0.5	4.8	6.1	-2.0	4.8	-11.4
c1ccc2c(c1)[nH]c1c(N3CCN(C4CCCCC4)CC3)ncnc12	0.8	-4.2	-23.4	-0.9	-0.7	-6.7	3.2	-4.6	-7.8
CC1=CC(C)(C)N=C(Nc2nc(C)c3cc(C)cc(C)c3n2)N1	-2.1	3.1	42.5	1.1	6.3	28.0	8.6	13.3	14.2
O=C(CSc1ccc(-c2cccc([N+](=O)[O-])c2)nn1)N1CCCC1	2.8	-0.7	-5.1	0.4	4.2	12.1	11.2	-5.7	-8.3
CCOC(=O)c1c(N=CN(C)C)c2cc([N+](=O)[O-])cnc2n1C	-2.5	-5.4	6.6	-0.3	12.6	18.8	1.5	5.8	5.2
CC(C)[C@H](NC(=O)c1nn(Cc2ccccc2)c(=O)c2ccccc12)C(=O)O	-4.5	-3.2	10.6	0.1	-1.8	7.5	4.5	4.7	16.0
COc1ccc(C(NC(=O)C(C)C)c2c(O)ccc3ccccc23)cc1OC (stereo unspecified)	-4.0	-7.0	13.7	2.3	-5.5	2.7	8.4	-9.2	9.6
COc1ccc(CSc2n[nH]c(C)n2)cc1Br	-1.0	0.3	18.9	3.5	-4.8	10.9	5.1	0.1	6.8
COc1ccc(CNCC(=O)Nc2cc(OC)cc(OC)c2)cc1	-1.2	1.8	2.7	0.7	-10.0	8.6	8.8	-6.1	-12.1
CC(C)(O)CC[C@@H](O)[C@](C)(O)[C@H]1CC[C@@]2(O)C3=CC(=O)[C@@H]4C[C@@H](O)[C@@H](O)C[C@]4(C)C3CC[C@]12C (stereo partly specified)	-1.4	0.3	-36.6	-1.3	2.4	1.3	-6.1	-4.1	9.1
O=C(Cc1ccccc1)Nc1ccc(NC(=O)Cc2ccccc2)c(Cl)c1	-3.0	-2.3	-3.3	0.9	2.2	0.5	-7.6	2.4	8.5
O=c1c2ccccc2nc(-c2ccco2)n1-c1nc2ccccc2s1	1.8	-4.2	33.5	1.8	5.2	27.9	14.8	14.2	9.0
c1ccc(-c2csc(N3CCN(c4ccccn4)CC3)n2)cc1	2.4	-2.9	-61.4	3.3	15.2	6.0	43.5	-9.8	6.3
Cc1cccc(OCC(=O)NCc2cc(C)nc3ccccc23)c1	-5.1	-2.5	10.8	-1.2	-5.7	5.4	20.1	-3.6	-7.3
CC(=O)Nc1cc(OC(=O)c2ccco2)cc(OC(=O)c2ccco2)c1	0.1	-1.3	14.6	1.8	-11.2	-2.4	0.1	2.9	-7.3
COc1ccc(C(CNS(=O)(=O)c2ccc(F)cc2)N2CCN(C)CC2)cc1 (stereo unspecified)	2.1	-6.0	7.5	-1.6	-17.6	4.8	-8.2	1.7	3.1
CCCNC(=O)C(Cc1cccc(Cl)c1)NC(=O)c1ccccc1 (stereo unspecified)	-1.1	-4.5	19.8	-1.0	8.2	18.0	-0.7	-0.7	2.2
COc1ccc(N2CC(C(=O)N3CCN(C(=O)c4ccco4)CC3)CC2=O)cc1 (stereo unspecified)	-0.7	-3.6	12.9	-0.8	5.7	-2.3	-8.0	-4.3	10.2
Cc1ccc(C(=O)NC2CCSC2=O)cc1 (stereo unspecified)	3.0	0.1	-5.4	1.4	-11.7	-3.5	1.7	-6.7	-7.2
COC(=O)c1sc2ccccc2c1-n1cccc1C(=O)C(=O)Nc1ccc(OC)cc1	-1.9	-2.4	18.3	-1.6	3.1	11.4	24.2	6.8	3.1
COc1cc(/C=C(\C#N)C(=O)Nc2ccc(SC(F)F)cc2)cc(OC)c1OC	-1.2	0.1	4.3	-0.5	35.0	5.3	15.0	-8.0	-18.4
COc1ccc(CC(=O)Nc2cc(S(=O)(=O)N3CCCCC3)ccc2C)cc1OC	1.3	-2.3	10.9	0.9	1.4	12.6	14.0	10.7	7.2
O=[N+]([O-])c1ccc(N2CCN(S(=O)(=O)c3ccc4ccccc4c3)CC2)cc1NCC1CCCO1 (stereo unspecified)	3.9	-0.4	12.7	-1.3	10.4	8.8	13.6	4.6	10.9
COc1ncccc1-c1nnn(-c2ccccc2Br)n1	3.9	1.6	-9.1	1.9	-0.3	6.4	19.3	-7.6	-3.6
Cn1cc(S(=O)(=O)N2CCOCC2)cc1C(=O)NCCc1ccccc1	-2.5	-3.2	14.8	-0.2	-6.4	-3.7	-0.9	-8.2	10.0
COc1ccc(NC(=O)CN(C)C(=O)/C=C/c2cn(-c3ccccc3)nc2-c2cccs2)cc1	-1.4	-5.0	12.6	0.6	4.5	11.5	-9.4	2.2	6.7
O=C(O)CCC(=O)N1CCN(Cc2ccc3c(c2)OCO3)CC1	-1.1	1.3	-3.7	2.1	-3.4	-1.8	13.8	1.1	12.4
COc1ccc(/C=C2/CCc3ccccc3C2=O)cc1OC	3.2	-3.7	-18.4	9.8	-17.1	17.9	40.5	-1.4	15.2
c1c2c(cc3sc(N4CCCCC4)nc13)OCO2	-2.7	-5.8	-106.2	-2.1	-7.4	-3.6	30.2	-4.0	8.8
Cc1c(C(=O)N2CCN(c3ncccn3)CC2)oc2ccc(F)cc12	-0.7	0.5	2.1	0.7	37.5	3.7	31.0	-7.4	2.5
O=C(Nc1ccccc1N1CCCC1)c1ccco1	1.5	0.2	17.2	-1.8	-2.8	-9.1	10.9	-7.1	3.5
CCC1CCCCN1C(=O)c1c[nH]c2ccc(S(=O)(=O)N(C)c3ccc(Cl)cc3)cc2c1=O (stereo unspecified)	-0.1	-2.5	34.6	-2.6	0.4	-3.2	16.7	2.7	6.0
N#Cc1ccc(-c2cccnc2)nc1SCC(=O)Nc1sc2c(c1C#N)CCC2	9.6	-3.4	9.9	0.3	-2.3	0.1	-6.9	-4.6	-1.4
COc1ccc(C(=O)c2sc(Nc3ccccc3)nc2N)cc1	0.2	-4.9	38.9	3.6	21.5	16.5	13.0	-0.3	13.3
c1ccc2c(c1)Cc1ccccc1O2	-3.0	2.8	-25.4	0.5	-7.9	-4.5	16.7	-6.0	10.1
CC(C)(C)OC(=O)NCCc1nnc(SCc2ccccc2Cl)o1	-0.6	-0.6	15.3	1.7	-3.2	-3.5	30.7	0.8	13.4
CCN(CC(=O)NCCc1ccccc1)S(=O)(=O)c1ccc(C)cc1	0.6	-1.0	-5.2	-0.8	-7.5	6.9	9.1	1.4	-8.9
O=C(NCc1ccc2c(c1)OCO2)c1c(Cl)cccc1Cl	-2.2	-1.3	3.0	3.1	-16.2	14.0	21.9	6.9	2.4
Next part.
SMILES	XBP1 UPR activ	APJ agonist	Mdm2-MdmX inh	UPR CHOP act	EBI2 antag	CCR6 antagonist	tim23-1 inh	CXCR6 block	APJ antag
Cc1cc(C)cc(OCC(=O)N/N=C/c2ccco2)c1	-2.5	-0.6	-15.2	0.1	-3.0	-3.6	-1.4	-4.1	-11.7
COc1ccc(NC(=O)c2cccc3c2C(=O)N(C2CCCCC2)C3)cc1	5.3	1.0	14.6	9.3	-2.0	11.6	26.3	6.1	-4.9
CC1(C)COC(c2ccc(F)c([N+](=O)[O-])c2)=N1	-0.7	-3.4	-6.8	3.2	-11.3	4.2	8.0	2.0	-8.7
CC(=O)c1cccc(NC(=O)CN(c2ccc(F)cc2)S(C)(=O)=O)c1	-2.1	-1.5	15.3	-0.4	0.2	13.3	5.1	-5.2	7.4
Cc1ccc(/C=c2\sc3n(c2=O)CN(c2ccc(Br)cc2)CN=3)o1	2.3	-2.2	22.9	-1.0	-5.9	21.1	5.8	2.8	18.2
CCC12CN(C(=O)c3ccc(C)cc3)CC(CC)(CN(C(=O)c3ccc(C)cc3)C1)C2=O	0.6	-1.6	-8.7	0.7	-12.8	3.3	23.6	2.7	26.9
Cc1ccc(/C=N/NC(=O)c2ccc(N(C)S(=O)(=O)c3ccccc3)cc2)cc1	-3.9	-0.4	20.6	-1.1	19.3	18.1	36.7	2.5	-12.1
CC1CC(C)CN(S(=O)(=O)c2cccc(C(=O)OCCN3CCCC3=O)c2)C1 (stereo unspecified)	-4.0	-6.6	20.8	-3.9	-7.4	-0.9	10.3	-0.1	-6.4
CCN(CC)CCCN(CC(=O)N(C)Cc1ccccc1)C(=O)c1ccc([N+](=O)[O-])cc1	-5.2	-3.2	6.9	-0.2	4.2	-11.0	-1.8	-0.5	-6.4
COc1cc(C(=O)NCCNC(=O)C2CCCNC2=O)cc(OC)c1OC (stereo unspecified)	-1.8	-4.8	16.1	0.0	-2.7	0.8	10.8	-7.8	8.2

Assay outcomes: PubChem BioAssay, Sanford-Burnham Center for Chemical Genomics

Not all compounds are listed; the hit share may differ from the screen's.
